# RNase H inhibition: RNase H inhibition, HIV 1 Gag Pol polyprotein, FRET biochemical assay, screening (AID 372); HIV-1 RT RNase H, FRET RNA/DNA substrate fluorescence; higher % means a stronger effect; inhibition, % at 10 µM, or IC50 in µM where a hit was titrated; actives 0.77% (n = 100,000); in the data active = inhibition above about 50%
# * hit, by the source's call.
SMILES,RNase H inhibition
Clc1ccccc1CSc1nc2ccccc2[nH]1,7%
COc1ccc(/C=C(\NC(=O)c2cc(OC)c(OC)c(OC)c2)C(=O)O)cc1,14%
CN1CCN(NC(=O)NC23CC4CC(CC(C4)C2)C3)CC1,1%
O=C(COc1cc2oc(=O)c3c(c2cc1Cl)CCC3)c1ccc(Cl)cc1,7%
O=C(Nc1cccc(Cl)c1)N(c1ccc(Cl)cc1)C1CCS(=O)(=O)C1 (stereo unspecified),9%
O=C(NC(=S)Nc1nc(-c2cccc([N+](=O)[O-])c2)cs1)c1ccc(Cl)cc1,35%
CC(=O)N(C1=C(Cl)C(=O)c2ccccc2C1=O)c1ccc(Br)cc1,69%*
Cc1cc(N2CCC(C)CC2)nc(-n2nc(C)cc2C)n1,2%
COc1ccc(C)cc1NCc1ccc([N+](=O)[O-])cc1,9%
CCCCOc1ccc(C(=O)NCCCC(=O)N2CCCCC2)cc1,0%
O=C(Oc1ccccc1C(=S)N1CCOCC1)c1cccc([N+](=O)[O-])c1,6%
CCOC(=O)c1c(/N=C/c2cc(C)ccc2O)sc(C)c1C,5%
COc1ccc(NC(=O)c2cccc(Cl)c2)cc1Cl,9%
Cc1ccc(C)c(Nc2nc3ccccc3nc2Nc2cc(C)ccc2C)c1,35%
Cc1ccc(NC(=O)c2cnccn2)cc1Cl,8%
CCC(=O)c1ccc(N2CCN(C(=O)c3cccc(F)c3)CC2)c(F)c1,0%
O=[N+]([O-])c1ccccc1/C=N/Nc1ccccc1[N+](=O)[O-],0%
Cc1ccc(C2(c3ccc(C)cc3)CC2C(=O)NCCc2ccccc2)cc1 (stereo unspecified),13%
[O-]/[N+](=C/c1ccc(F)cc1)c1ccc(Cl)cc1,1%
Cc1ccc(C)c2c(N=NC(=O)/C(=C\c3ccccc3)NC(=O)c3ccccc3)c(O)[nH]c12,11%
CCCOc1ccc(C2Nc3ccccc3NC3=C2C(=O)CC(c2ccc(OC)c(OC)c2)C3)cc1 (stereo unspecified),15%
CCC1(C)CC(CC(=O)O)(c2ccc(C)cc2)CCO1 (stereo unspecified),0%
COc1ccccc1-n1sc2c(c1=S)-c1ccc(C)cc1NC2(C)C,23%
COc1ccc(-c2csc(/C(C#N)=C/c3ccccc3Cl)n2)cc1,0%
CCOC(=O)C1=C(C)NC(=O)NC1c1cc(OC)c(OC)c(OC)c1 (stereo unspecified),5%

# Quoted at random: seven compounds from above.
SMILES,RNase H inhibition
O=C(Oc1ccccc1C(=S)N1CCOCC1)c1cccc([N+](=O)[O-])c1,6%
CCCCOc1ccc(C(=O)NCCCC(=O)N2CCCCC2)cc1,0%
Cc1cc(N2CCC(C)CC2)nc(-n2nc(C)cc2C)n1,2%
CCC(=O)c1ccc(N2CCN(C(=O)c3cccc(F)c3)CC2)c(F)c1,0%
O=C(Nc1cccc(Cl)c1)N(c1ccc(Cl)cc1)C1CCS(=O)(=O)C1 (stereo unspecified),9%
O=C(NC(=S)Nc1nc(-c2cccc([N+](=O)[O-])c2)cs1)c1ccc(Cl)cc1,35%
Cc1ccc(C2(c3ccc(C)cc3)CC2C(=O)NCCc2ccccc2)cc1 (stereo unspecified),13%

# Molecules shown so far containing an NH in an aromatic ring:
SMILES,RNase H inhibition
Clc1ccccc1CSc1nc2ccccc2[nH]1,7%
Cc1ccc(C)c2c(N=NC(=O)/C(=C\c3ccccc3)NC(=O)c3ccccc3)c(O)[nH]c12,11%

# Back to the main list; the 2 compounds before the break are reprinted first.
SMILES,RNase H inhibition
COc1ccc(-c2csc(/C(C#N)=C/c3ccccc3Cl)n2)cc1,0%
CCOC(=O)C1=C(C)NC(=O)NC1c1cc(OC)c(OC)c(OC)c1 (stereo unspecified),5%
COc1ccc2ccccc2c1C=Nc1ccc(C#N)cc1,28%
CCCCNC(=O)C(=O)Nc1c(C)cccc1C,3%
O=C(COc1ccc(Cl)cc1Br)NNC(=O)c1cccs1,2%
COc1ccc(N=CC2=C(O)CC(C)(C)CC2=O)cc1OC,3%
CC1=C(C(=O)OC2CCCC2)C(c2ccccc2Cl)C2=C(CC(C)(C)CC2=O)N1 (stereo unspecified),17%
Cc1ccc(NC(=S)NC(=O)c2ccccc2F)cc1,23%
Cn1c(=O)c2c(nc(Sc3nc4ccccc4n3Cc3ccccc3)n2C)n(C)c1=O,0%
COc1cc2c(cc1OC)C(c1ccccc1OC)N(C1CC(=O)N(c3ccccc3)C1=O)CC2 (stereo unspecified),0%
Cc1cccc(-n2c(C)cc(/C=C(\C#N)C(=O)Nc3ccccc3)c2C)c1,0%
Cc1ccc2oc(-c3cccc(NC(=S)NC(=O)c4cccc(OC(C)C)c4)c3)nc2c1,5%
CC(C)N1CCc2c(sc3nc(SCc4ccc(Cl)cc4)n(Cc4ccccc4)c(=O)c23)C1,23%
COc1ccccc1-c1coc2cc(OC(=O)c3ccc(Cl)cc3Cl)ccc2c1=O,5%
O=C1N=c2ccc(Br)cc2=C1c1[nH]c(=O)[nH]c1O,0%
CCOC(=O)C1=C(C)N=c2s/c(=C\c3ccc(-c4cccc(C(F)(F)F)c4)o3)c(=O)n2C1c1cc(OC)ccc1OC (stereo unspecified),10%
O=C1NC(=S)N(c2cccc(Cl)c2Cl)C(=O)/C1=C/c1ccco1,58%*
O=C(/C=C/c1ccccc1)C1=C(O)C(=O)N(c2cccc(C(=O)O)c2)C1c1ccc(Br)cc1 (stereo unspecified),0%
CCc1ccc(-c2nc(-c3ccccn3)no2)cc1,15%
C=CCc1ccccc1OCCCOc1ccc(OCC)cc1,24%
FC(F)(F)c1ccccc1CN1CCN(Cc2cccnc2)CC1,0%
O=C(Nc1cccc(-c2nc3ccccc3s2)c1)c1ccc2c(c1)OCCO2,3%
Cc1ccsc1/C=C(\C#N)c1nc(-c2cc3cc(Br)ccc3oc2=O)cs1,8%
CCOC(=O)C(CCCCCOc1ccc([N+](=O)[O-])cc1)C(=O)OCC,9%
CC1=C(C(=O)OCc2ccccc2)C(c2cccc(O)c2)C2=C(CC(c3ccc(Cl)cc3)CC2=O)N1 (stereo unspecified),9%
COc1cc2c(cc1NCc1ccc(OC)c(OC)c1OC)oc1ccccc12,4%
O=C(Nc1ccc2oc(-c3cccc4ccccc34)nc2c1)c1cc([N+](=O)[O-])ccc1Cl,21%

# Next section; it opens with the three that closed the last part.
SMILES,RNase H inhibition
CC1=C(C(=O)OCc2ccccc2)C(c2cccc(O)c2)C2=C(CC(c3ccc(Cl)cc3)CC2=O)N1 (stereo unspecified),9%
COc1cc2c(cc1NCc1ccc(OC)c(OC)c1OC)oc1ccccc12,4%
O=C(Nc1ccc2oc(-c3cccc4ccccc34)nc2c1)c1cc([N+](=O)[O-])ccc1Cl,21%
CC1CC(C)CN(S(=O)(=O)c2ccc(F)cc2)C1 (stereo unspecified),0%
CCN1C(=O)/C(=C\c2cccc(OC)c2)SC1=S,15%
O=C(/C=C/c1ccco1)Nc1ccc2nn(-c3ccc(Cl)cc3)nc2c1,50%*
COc1ccc(N2C(=O)CS(=O)(=O)C2c2ccc(Cl)cc2)cc1 (stereo unspecified),6%
CCOc1cc(C=O)ccc1OCc1ccc(Cl)cc1,9%
COc1ccc(C(=O)CSc2nnc(-c3ccc(Cl)cc3)n2C2CCCCC2)cc1,18%
O=C(CSc1nnc(-c2ccncc2)n1-c1ccccc1)NCc1ccco1,0%
CC(C)c1ccc(-c2nc(N)c3c(=O)oc4ccccc4c3n2)cc1,8%
COc1cccc(/C=N/n2cnnc2)c1OCc1ccc(Cl)cc1Cl,0%
Cc1ccc(OCCOc2ccc(/C=C3\SC(=O)NC3=O)cc2)c(C)c1,21%
CCc1ccc(S(=O)(=O)N=Nc2c(O)n(CC)c3ccccc23)cc1,7%
Cc1ccc(S(=O)(=O)NCc2ccccn2)cc1[N+](=O)[O-],6%
COc1ccc(CC(=O)NNC(=O)c2ccco2)cc1OC,0%
COC(=O)C1=CNC=C(C(=O)OC)C1c1ccc(OC)c(OC)c1OC,7%
Cc1cc(Cl)ccc1NC(=O)C(=O)N/N=C/c1ccc(Cl)cc1,12%
N#C/C(=C/Nc1ccc(F)cc1)c1nc(-c2cc3ccccc3oc2=O)cs1,7%
O=C(Nc1ccc(Cl)cc1Cl)c1ccc(Cl)cc1Cl,8%
COCC(O)CSc1nc2ccccc2o1 (stereo unspecified),3%
CCOc1ccc(C(=O)Nc2ccccc2C(=O)O)cc1,2%
O=C(CCN1CCCCC1)c1ccc2c(c1)OCCO2,0%
O=S(=O)(NCCSc1nc2ccccc2o1)c1ccccc1,14%
COc1ccc(C(=O)NC(=S)Nc2c(C)cccc2C)cc1Cl,8%
C=CCN1CN=C(NS(=O)(=O)c2ccc(C)cc2)NC1,6%
CCOC(=O)C1=C(C)NC(=O)NC1c1cc(Br)ccc1OC (stereo unspecified),1%
COC(=O)C1=C(O)/C(=C\c2ccc3c(c2)OCO3)N=C1C,0%
# Other records
SMILES,RNase H inhibition
COc1ccc(-c2csc(-c3cc4cc(Cl)cc(Cl)c4oc3=O)n2)cc1,7%
O=[N+]([O-])c1cccc(CN2CCN(S(=O)(=O)c3ccccc3)CC2)c1,15%
O=S(=O)(Oc1cccc2ccccc12)c1cc(Cl)ccc1Cl,48%
O=C1C2C3C=CC(C3)C2C(=O)N1CCc1ccccc1 (stereo unspecified),5%
O/N=C1\CCCc2c1nc(-c1cccc(F)c1)n2O,1%
COc1ccc(S(=O)(=O)n2nc(C)c(Sc3ccc([N+](=O)[O-])cc3)c2C)cc1,15%
O=c1oc2ccccc2cc1-c1ccc([N+](=O)[O-])cc1,16%
C/C(=N\NS(=O)(=O)c1ccc(C)cc1)c1ccc(Br)s1,10%
O=C(O)c1cc(S(=O)(=O)N2CCCCC2)ccc1O,11%
Cn1cnnc1SCC(=O)Nc1nc2ccc([N+](=O)[O-])cc2s1,6%
Cc1cc(C)c(NC(=O)COc2cccc(Br)c2)c(C)c1,6%
O=C(CSc1cccc2cccnc12)Nc1nc(-c2ccccc2)cs1,14%
CCOCCOC(=O)C1=C(C)NC2=C(C(=O)CC(c3ccccc3)C2)C1c1ccccc1[N+](=O)[O-] (stereo unspecified),14%
O=[N+]([O-])c1ccc(OCCN2CCCCC2)cc1,8%
CCN(CC)CCn1c(SCc2ccccc2)nc2ccccc21,0%
NS(=O)(=O)c1ccc(Oc2cc(O)c3c(c2O)C(=O)c2ccccc2C3=O)cc1,2%
O=C(/C=C/c1ccccc1)N1CCC(Cc2ccccc2)CC1,6%
Oc1ccccc1/C=N/Nc1nnc(-c2ccccc2)c(-c2ccccc2)n1,14%
O=C1NC(=O)/C(=C\c2cc([N+](=O)[O-])ccc2Cl)S1,8%
COc1ccc(OC)c(S(=O)(=O)N2CCC(Cc3ccccc3)CC2)c1,9%
Cc1cc(-n2c(C)cc(C=O)c2C)ccc1I,9%
CCOC(=O)C1=C(C)NC2=C(C(=O)c3ccccc32)C1c1ccc(OCc2ccc(F)cc2)c(OC)c1 (stereo unspecified),10%
O=C(NCCCNc1ccc([N+](=O)[O-])cc1)c1ccccc1Cl,2%
Cc1ccc(S(=O)(=O)N(CC(=O)Nc2ccccc2C(F)(F)F)c2cccc(Cl)c2C)cc1,16%
C(=C\c1nc(NC2CCCCC2)c2ccccc2n1)/c1ccccc1,26%
# Following part:
SMILES,RNase H inhibition
O=C(COc1ccc(Br)cc1)Nc1cccc([N+](=O)[O-])c1,24%
CC(=O)OC1COC(n2ncc(=O)[nH]c2=S)C(OC(C)=O)C1OC(C)=O (stereo unspecified),3%
COc1ccc(C2CC(c3cccs3)=NN2c2nc(C)c(C(C)=O)s2)cc1OC (stereo unspecified),0%
CC(C)COC(=O)c1ccccc1N1C(=O)c2ccc(Br)cc2C1=O,0%
Cc1cc([N+](=O)[O-])ccc1NC(=O)CCCOc1ccc(Cl)cc1Cl,7%
CC(NS(=O)(=O)c1cccs1)c1ccccc1 (stereo unspecified),11%
CN(C)CC(=O)N1c2ccccc2CCc2ccc(NC(N)=O)cc21,11%
COC(=O)c1cc(C(=O)OC)cc(N2C(=O)c3ccc(Oc4cccc(N)c4)cc3C2=O)c1,11%
COc1ccc(C2/C(=C(/O)c3ccccc3)C(=O)C(=O)N2c2ccc(Br)cc2)cc1 (stereo unspecified),4%
CN1C(=O)C2(N=C(C(=O)O)c3ccccc3N2C)c2ccccc21 (stereo unspecified),0%
CCOc1cc(Br)c(Br)c(/C=C2\SC(=S)N(C)C2=O)c1O,27%
O=C(Nc1ccc2nccnc2c1)N1CCN(c2ccccc2)CC1,6%
COc1ccccc1NCC(=O)NN,13%
Cc1ccc(Nc2nc(-c3ccccc3)cs2)cc1C,22%
N#Cc1ccc(NC(=S)Nc2ccccc2)cc1,1%
Clc1ccc(SCCc2ccccn2)cc1Cl,18%
C=CCN1C(=O)/C(=C\c2cc(Cl)ccc2OCc2ccccc2F)SC1=S,17%
O=C(O)C1C2CCC(C2)C1C(=O)Nc1nc(-c2ccc(Cl)cc2)cs1 (stereo unspecified),8%
COc1ccc(CN2CCN(Cc3ccc(OC)cc3OC)CC2)cc1,16%
CCOc1cccc(C=Nc2cc(C(C)(C)C)ccc2O)c1O,4%
C=CCNC(=O)C(=O)Nc1ccccc1OCC,5%
C/C(=N\Nc1nc(C)cc(C)n1)c1ccccc1O,2%
COc1cc(C)ccc1OCCCCOc1cc(C)ccc1C,13%
O=C(O)/C=C\C(=O)Nc1ccc(Nc2ccc([N+](=O)[O-])cc2[N+](=O)[O-])cc1,10%
CCOc1ccc2nc(SCC(=O)Nc3cc(OC)ccc3OC)sc2c1,15%
Cc1cccc(N2CCN(C(=O)Nc3ccc(Cl)cc3)CC2)c1C,0%
COc1ccc(/C=N/NC(=O)c2cccc([N+](=O)[O-])c2)cc1Br,13%

# From PubChem

# Some of the compounds tested, so the mix of outcomes need not match the whole.
